Source: PubChem
ADAM17 inh = ADAM17 inhibition, QFRET primary screen; P78536; recombinant ADAM17, EDANS/DABCYL FRET peptide cleavage; inhibition, % at 6.95 µM; actives 0.83% (n = 370,000); AID 720648;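 active means inhibition above the mean of compounds lying between control limits plus 3 SD, set per campaign, cut at about 8.5% in these data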;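 further: 0% = DMSO-only wells as the low control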
PLCb3 inh = blocks human PLC-beta3 enzyme activity. actives 0.18% (n = 370,000). inhibition, % at 12.2 µM. Purified PLC-beta3, fluorogenic substrate, fluorescence. Q01970; in the data active means inhibition above about 11%;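 further: 0% = median of compound wells on plate and 100% = full blocker control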
Target sequence (Q01970 whole entry, looked up): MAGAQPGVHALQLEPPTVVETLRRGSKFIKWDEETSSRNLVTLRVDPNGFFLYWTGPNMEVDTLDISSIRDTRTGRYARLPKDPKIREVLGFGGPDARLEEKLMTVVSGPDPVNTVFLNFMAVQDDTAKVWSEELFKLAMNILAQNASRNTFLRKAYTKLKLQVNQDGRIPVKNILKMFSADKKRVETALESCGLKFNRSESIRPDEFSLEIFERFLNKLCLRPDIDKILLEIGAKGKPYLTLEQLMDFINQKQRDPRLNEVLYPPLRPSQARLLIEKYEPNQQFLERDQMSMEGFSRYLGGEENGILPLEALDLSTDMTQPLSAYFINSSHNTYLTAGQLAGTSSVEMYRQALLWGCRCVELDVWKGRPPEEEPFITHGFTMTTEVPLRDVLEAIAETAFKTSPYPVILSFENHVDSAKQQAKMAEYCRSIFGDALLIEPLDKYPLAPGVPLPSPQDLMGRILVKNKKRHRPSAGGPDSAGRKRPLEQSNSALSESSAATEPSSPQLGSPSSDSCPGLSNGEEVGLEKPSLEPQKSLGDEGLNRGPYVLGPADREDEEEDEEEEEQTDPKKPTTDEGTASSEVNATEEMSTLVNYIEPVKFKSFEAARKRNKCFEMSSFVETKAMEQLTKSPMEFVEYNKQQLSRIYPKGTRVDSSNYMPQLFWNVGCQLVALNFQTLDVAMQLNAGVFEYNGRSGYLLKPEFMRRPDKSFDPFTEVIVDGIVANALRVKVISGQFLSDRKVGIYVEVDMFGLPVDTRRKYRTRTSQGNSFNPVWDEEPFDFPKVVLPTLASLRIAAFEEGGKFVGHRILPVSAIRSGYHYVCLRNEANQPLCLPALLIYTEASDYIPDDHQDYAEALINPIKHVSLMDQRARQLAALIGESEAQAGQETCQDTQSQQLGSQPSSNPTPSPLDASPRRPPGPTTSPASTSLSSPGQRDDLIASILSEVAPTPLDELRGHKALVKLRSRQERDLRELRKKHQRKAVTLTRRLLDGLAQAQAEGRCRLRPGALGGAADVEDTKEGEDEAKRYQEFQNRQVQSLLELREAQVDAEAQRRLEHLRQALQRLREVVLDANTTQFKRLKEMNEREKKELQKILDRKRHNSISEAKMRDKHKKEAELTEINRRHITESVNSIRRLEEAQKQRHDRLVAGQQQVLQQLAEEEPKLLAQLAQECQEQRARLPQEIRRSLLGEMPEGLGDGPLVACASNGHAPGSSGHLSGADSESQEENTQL
PLC-gamma1 inh = inhibitors of human phospholipase C gamma1 | P19174 | purified PLC-gamma1, fluorogenic substrate, fluorescence | inhibition, % at 12.2 µM | actives 0.84% (n = 370,000); in the data active means inhibition above about 9.5%
Rev-erbA mod = modulates human Rev-erb alpha binding to DNA. P20393. Rev-erbα–FITC-DNA binding, fluorescence polarization, 90 min. activity, % at 10 µM. actives 0.79% (n = 370,000);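 active means activity above about 14%, limit read from the data; passing the limit was not always enough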;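 further: 0% = DMSO wells with 35 nM protein and 100% = DMSO wells with 750 nM protein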
ssDAF-12 act = activates DAF-12 receptor from parasite S. stercoralis | HEK293 ssDAF-12/GRIP1 lit1-tk-luc reporter, luminescence; % of 3 µM dafachronic acid response | activation, % at 6.8 µM | actives 1% (n = 370,000) | AID 652126;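 active means activation above the mean over all tested compounds plus 3 SD, cut at about 0.9% in these data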;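 further: 0% = DMSO-only wells and 100% = 3 µM delta7-dafachronic acid wells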
DAX1 inh-1 = DAX1 (NR0B1) inhibition, primary screen | HEK293T StAR-luciferase reporter, SF-1/DAX-1 repression relief | inhibition, % at 6.8 µM | actives 1.1% (n = 370,000) | AID 652010;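 active means inhibition above the mean over all tested compounds plus 3 SD, cut at about 3.6% in these data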;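 further: 0% = DAX-1 cells with DMSO and 100% = cells lacking DAX-1 with DMSO; higher inhibition means more luminescence from relief of DAX-1 repression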
MBD2 DNA inh = MBD2-methylated oligo binding inhibition; actives 0.31% (n = 370,000); TR-FRET, MBD2 binding to methylated oligonucleotide; inhibition, % at 4.4 µM; AID 686964; Q9UBB5; in the data active means inhibition above about 13%
SMARCA2 act = activators of SMARCA2 function; MG213 cells, MMTV-luciferase reporter, dexamethasone, overnight; activation, % at 9.1 µM; actives 1% (n = 370,000); AID 652017; in the data active means activation above about 7.8%;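 further: 0% = vehicle wells and 100% = reference activator wells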
hgDAF-12 ag = hgDAF-12 agonism, primary luciferase screen; HEK293 GAL4-hgDAF12 UAS-luciferase reporter, agonist luminescence; normalized to butyrate control; actives 1.8% (n = 370,000); activation, % at 6.8 µM; AID 687014;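 active means activation above a cutoff set at the mean of all screened compounds plus 3 SD, cut at about 10% in these data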;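 further: 0% = DMSO wells and 100% = sodium butyrate wells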
hcDAF-12 act = activates DAF-12 receptor from parasite H. contortus; HEK293 hcDAF-12 lit1-tk-luc reporter, luminescence; 0% DMSO, 100% Δ7-dafachronic acid; activation, % at 6.8 µM; actives 1.4% (n = 370,000);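 active means activation above the mean of all tested compounds plus 3 SD, cut at about 5.5% in these data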;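 further: 100% = response to 3 µM Δ7-dafachronic acid high control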
DAX1 inh-2 = NR0B1 (DAX1) inhibition; AID 504766; P51843; HEK293 Gal4-DAX1 luciferase reporter, luminescence; actives 0.99% (n = 340,000); inhibition, % at 6.75 µM;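 active means inhibition above the mean over all tested compounds plus 3 SD, cut at about 4.2% in these data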;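 further: 0% = DAX1-transfected cells with DMSO and 100% = empty-vector control cells with DMSO; inhibition shows as a rise in luminescence from relieved DAX1 repression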
An asterisk follows results filed as active; i = inactive; . = no result given.

Order of values – ADAM17 inh	PLCb3 inh	PLC-gamma1 inh	Rev-erbA mod	ssDAF-12 act	DAX1 inh-1	MBD2 DNA inh	SMARCA2 act	hgDAF-12 ag	hcDAF-12 act	DAX1 inh-2
Cc1nnc(SCCOC(N)=O)n1C
→ -4	4	0	-1	-1.8	0.0	3	-3	3.6	-1.2	-1.1
C[C@@H]1CN([C@H](C)CO)C(=O)CCCn2cc(nn2)CO[C@H]1CN(C)S(=O)(=O)c1ccc(Cl)cc1
→ -4	-2	1	-5	-0.8	0.5	3	-3	-1.2	-0.5	.
CCOC1=C2[C@@H](CN(S(=O)(=O)c3ccc(C)cc3)[C@H]2c2cccc3ccccc23)[C@H]2C(=O)N(CC)C(=O)[C@H]2C1
→ 0	2	1	3	-1.2	1.5	-3	-2	2.1	3.3	.
O=C(Nc1nnc(Cc2ccc([N+](=O)[O-])cc2)s1)c1ccc2c(c1)OCO2
→ -1	-5	2	0	-1.8	0.0	3	-1	5.7	1.2	-0.6
O=C(NCCc1ccccc1)c1ccc(NC2=NC3CS(=O)(=O)CC3S2)cc1 (centres undefined)
→ 1	3	-2	3	-1.3	0.0	0	1	-1.5	0.1	0.9
CCc1ccc(/C=C2\SC(=S)N(CCCC(=O)Nc3ccc(C(=O)O)cc3)C2=O)cc1
→ 3	-4	1	-4	-0.9	-1.0	-5	-1	-0.8	6.0*	0.0
COc1cccc(CN2CCN(S(=O)(=O)c3ccc(NC(C)=O)cc3)CC2)c1OC
→ -3	-7	-1	5	-1.7	0.5	5	-2	1.1	-1.1	1.4
Cc1ccc(S(=O)(=O)NCCC(=O)NCc2ccccc2)cc1
→ -1	1	-2	-1	-1.5	-0.2	1	0	-3.2	-0.4	0.5
COCCOC(=O)C1=C(C)N(c2ccccc2)C(=O)NC1c1cccc([N+](=O)[O-])c1 (centres undefined)
→ 0	5	2	-3	-1.4	-0.1	0	-2	0.9	-2.3	-1.5
C[C@H]1COc2cccc(N3CCSCC3)c2S(=O)(=O)N1
→ 0	0	-2	-2	-0.4	-0.3	1	2	3.0	0.3	.
CC(=O)N1CC2([N+](=O)[O-])CN(C(C)=O)CC([N+](=O)[O-])(C1)C2(C)C
→ 2	1	2	-2	-0.4	0.9	-2	-1	-0.9	0.3	0.9
Cc1ccc(-n2c(O)c(C=NCc3ccccn3)c3ccccc3c2=O)cc1C
→ -13	-12	-10	14	-1.5	-1.1	4	1	0.3	-1.8	0.0
CCOc1ccc2nc(NC(=O)CN3CCN(C)CC3)sc2c1
→ -3	1	2	3	0.4	0.1	1	0	6.4	5.5	0.8
O=[N+]([O-])c1c(NCCCO)cc(Sc2ccc(Cl)cc2)c2nonc12
→ 5	-14	-11	4	-1.6	0.9	-6	-5	-0.9	0.3	0.1
C=CCC(C(=O)Oc1c(C(C)(C)C)cc(C)cc1C(C)(C)C)c1ccccc1 (centres undefined)
→ -4	-1	1	2	-1.2	-0.2	-6	0	2.8	-0.9	-0.3

Copied from the list.
O=C(NCCc1ccccc1)c1ccc(NC2=NC3CS(=O)(=O)CC3S2)cc1 (centres undefined) in PLC-gamma1 inh → -2
CCOc1ccc2nc(NC(=O)CN3CCN(C)CC3)sc2c1 in MBD2 DNA inh → 1
C[C@H]1COc2cccc(N3CCSCC3)c2S(=O)(=O)N1 in ssDAF-12 act → -0.4
CCOC1=C2[C@@H](CN(S(=O)(=O)c3ccc(C)cc3)[C@H]2c2cccc3ccccc23)[C@H]2C(=O)N(CC)C(=O)[C@H]2C1 in Rev-erbA mod → 3
COCCOC(=O)C1=C(C)N(c2ccccc2)C(=O)NC1c1cccc([N+](=O)[O-])c1 (centres undefined) in PLCb3 inh → 5

A different layout for two compounds above:
> Cc1nnc(SCCOC(N)=O)n1C
  ADAM17 inh: -4
  PLCb3 inh: 4
  PLC-gamma1 inh: 0
  Rev-erbA mod: -1
  ssDAF-12 act: -1.8
  DAX1 inh-1: 0.0
  MBD2 DNA inh: 3
  SMARCA2 act: -3
  hgDAF-12 ag: 3.6
  hcDAF-12 act: -1.2
  DAX1 inh-2: -1.1
> Cc1ccc(S(=O)(=O)NCCC(=O)NCc2ccccc2)cc1
  ADAM17 inh: -1
  PLCb3 inh: 1
  PLC-gamma1 inh: -2
  Rev-erbA mod: -1
  ssDAF-12 act: -1.5
  DAX1 inh-1: -0.2
  MBD2 DNA inh: 1
  SMARCA2 act: 0
  hgDAF-12 ag: -3.2
  hcDAF-12 act: -0.4
  DAX1 inh-2: 0.5

Additional entries:
Order of values – ADAM17 inh	PLCb3 inh	PLC-gamma1 inh	Rev-erbA mod	ssDAF-12 act	DAX1 inh-1	MBD2 DNA inh	SMARCA2 act	hgDAF-12 ag	hcDAF-12 act	DAX1 inh-2
CN(Cc1ccccc1)C(=O)COC(=O)c1ccc(=O)n(Cc2ccccc2)n1
→ -1	-5	-2	-4	-0.8	0.7	-2	-1	1.2	-1.1	-0.5
COCCN(Cc1ccccc1)C(=O)C1CCN(S(=O)(=O)c2ccc(OC)c(OC)c2)CC1
→ -2	-3	0	-4	-1.3	0.1	6	0	-1.2	-1.4	-0.9
N#C/C(=C(/O)CN1CCCCC1)c1nc(-c2ccc(Cl)cc2)cs1
→ -5	-4	-2	-4	-0.3	1.3	4	3	3.6	4.0	1.4
NC(=O)N/N=C(/CCCCCC/C(=N\NC(N)=O)c1ccccc1)c1ccccc1
→ 5	-13	-3	-1	-1.9	0.3	1	1	-2.5	-1.8	.
COc1ccc(C(=O)N2CCCc3ccccc32)cc1OC
→ 0	-2	0	-5	-1.1	0.8	-4	2	1.2	-0.3	0.5
O=C(NCCCN1CCOCC1)c1ccc(Br)cc1
→ -4	0	0	1	-1.1	0.1	9	0	0.2	-0.1	0.1
COC(=O)c1sc2nc(-c3ccccc3)nc(N3CCN(C)CC3)c2c1C
→ -30	-86	-62	1	-0.7	-0.6	-6	-3	1.5	0.7	-1.4
O=C(NCCO)c1ccc(-c2nnc(Nc3ccc(O)cc3)c3ccccc23)cc1
→ 0	-4	0	-1	-1.3	0.1	-1	-2	1.0	-2.4	0.9
COc1ccc(C(=O)NCc2nnc(SCC(=O)N3CCC(C)CC3)o2)cc1
→ -1	-1	2	1	-1.4	-0.2	1	0	3.1	-0.5	-0.1
CCCCNC(=O)c1nc(-c2cccnc2OC)oc1-c1ccc(Cl)cc1
→ -6	-5	-4	1	-0.8	0.2	-1	3	-0.4	-1.3	.
CSc1sc(C(=O)Nc2ccc(F)cc2F)c2c1C=CCC2
→ 1	-27	-16	2	-1.1	-0.1	-4	0	2.9	0.0	.
O=C(Nc1ccncc1)c1c(Cl)cccc1Cl
→ 0	-2	0	1	-1.7	-0.5	-2	3	3.2	-3.9	-0.9
CC(=O)NC1(C(F)(F)F)C(=O)Nc2c1c(=O)[nH]c(=O)n2-c1ccccc1 (centres undefined)
→ 4	0	4	2	-1.2	0.1	4	-4	-2.1	2.2	-0.5
CCc1ccc2nc(NC(=O)Cn3cnc4ccccc4c3=O)sc2c1
→ -3	-12	1	-6	1.2*	0.7	1	-1	4.7	2.7	2.5
O=C(Nc1ccccc1)O/N=C1/CCCc2occc21
→ -1	-8	2	-2	-1.5	0.2	-3	2	1.6	1.9	2.4
O=C(NCc1cccc(Cl)c1)C1Cc2c(-c3ccccc3Oc3ccccc3)ccnc2O1 (centres undefined)
→ 4	-5	-4	-2	-1.6	0.4	2	-4	0.3	0.4	.
Cc1ccccc1-n1c(SCC(=O)N2CCOCC2)nc(O)cc1=O
→ -3	-3	2	1	-1.1	-0.1	6	-2	2.2	0.0	0.0
Cc1cc(C)nc(-n2nc(C)c(Sc3ccc(F)cc3)c2N)n1
→ -1	0	-1	0	0.2	3.1	-4	7	13*	3.4	0.3
Cc1cc(C(F)(F)F)nc(NCc2ccc(F)cc2)n1
→ -1	-4	-2	-1	-0.9	-0.2	-3	-2	-0.7	-1.4	-0.3
COC(=O)[C@H](C(C)C)N(Cc1cn(Cc2ccc(C)cc2)nn1)S(=O)(=O)c1ccc(F)cc1Br
→ 2	4	2	3	-1.4	-1.4	4	-5	1.4	-3.4	.
Cc1ccc(NC(=O)CN(C)Cc2ccc(F)cc2)c([N+](=O)[O-])c1
→ 0	5	5	1	-1.0	-1.0	-5	0	-2.5	-1.6	-1.8
Nc1cc(C(=O)N/N=C/c2cccc([N+](=O)[O-])c2)n[nH]c1=O
→ 0	-1	3	3	-1.4	0.7	2	0	0.4	0.2	-1.2
COc1ccc(CC(=O)OCC(=O)NCC2CCCO2)cc1OC (centres undefined)
→ -3	-3	-1	10	-1.1	2.4	-3	-2	2.6	-0.7	1.8
C=CCOc1ccc(/C=C2/C(=N)N3N=C(CC(=O)N4CCCC4)SC3=NC2=O)cc1OC
→ -14	-35	-22	1	-0.9	0.4	0	1	0.5	-2.0	-0.1
COc1ccc(CC(=S)N2CCOCC2)cc1
→ -3	1	2	-1	-1.4	0.4	1	-1	-0.4	-1.6	-0.1
CCCCN(C)CCCN1C(=O)C2C(C(=O)Nc3cccc(OC)c3)C3C=CC2(O3)C1C(=O)NC1CCCCC1C (centres undefined)
→ -1	-1	3	-5	-1.3	0.1	-4	4	-1.6	-1.0	1.6
Cc1ccccc1CN1C(=O)CSCC1(C)C(=O)Nc1ccc2c(c1)OCCO2 (centres undefined)
→ 1	6	6	-4	0.0	-1.2	-6	-3	-2.4	0.0	.
O=c1onc(-c2cccs2)n1Cc1ccccc1
→ -1	-1	4	-3	-1.1	-0.7	-2	5	-1.4	-2.7	-0.1
CCn1c(SCC(=O)c2[nH]c(C)c(C(C)=O)c2C)nnc1-c1cccs1
→ 0	7	3	1	-2.3	-2.6	-10	-7	-6.8	-3.4	-0.9
CCOC(=O)N1CCN(C(=O)CSc2nnc(-c3ccccc3OC)o2)CC1
→ -3	2	1	-4	-0.1	-0.5	-5	2	-0.8	1.6	0.5
O=S(=O)(Nc1ccc2c(c1)nc1n2CCN(Cc2ccccc2)C1)c1ccccc1
→ -23	i	-444	3	-1.4	-1.1	0	-4	-3.4	-1.0	-0.4
O=C(CCCC(=O)N(c1ccc(F)cc1)C(C(=O)NC1CCCC1)c1ccc(O)cc1)Nc1ccccn1 (centres undefined)
→ -4	-1	2	1	-0.6	-0.5	-5	-3	-1.4	0.8	-0.9
Cc1ccc(C(=O)N/C(=C/c2ccco2)C(=O)Nc2cccc(C(=O)O)c2)cc1
→ -7	-40	-22	1	0.3	2.1	2	2	7.6	2.5	.
O=S(=O)(c1cccc(F)c1)N1CCN(C(=S)NCC2CCCO2)CC1 (centres undefined)
→ 2	-6	0	-5	-1.3	0.7	0	-2	-1.0	-0.6	0.1
Cc1ccccc1CN1C(=O)[C@@H]2Cc3c([nH]c4ccccc34)C(C)(C)N2C1=O
→ 3	6	-2	-4	-1.7	-0.5	4	-2	-2.6	-2.5	-1.6
O=C(COC(=O)CCc1ccccc1)NCc1ccccc1
→ -2	-3	0	-1	-1.5	1.1	-3	-3	3.0	-0.3	0.1
COCCNC(=O)C1CCCN(C(=O)c2sccc2C)CC1 (centres undefined)
→ -2	-3	1	2	-1.7	-1.2	-2	0	0.9	1.3	.
